# LDHA block: blocks human lactate dehydrogenase A | P00338 | activity change, % (values are at about 110 or 230 µM) | 0.15% of 480,000 active | AID 1347041 | purified LDHA, NADH/diaphorase-resazurin fluorescence; active compounds read low; in the data active = activity change below about -30%; inconclusive = mostly about -25% to -30%;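 also: plate controls were DMSO wells for no effect and wells without enzyme for full effect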
#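 LDH5 2 nM; NADH 0.06 mM, pyruvate 0.2 mM; 200 mM Tris pH 7.4, EDTA, Tween-20; 5 min RT. Detection: diaphorase 0.133 mg/mL + resazurin 37 µM, fluorescence ex540/em590 at 0 and 20 min; normalized to enzyme-free and DMSO wells.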
# 12-LOX inh: inhibitors of human 12S-lipoxygenase ALOX12 | P18054 | purified 12hLO, xylenol orange hydroperoxide absorbance | 1.1% of 580,000 active | Potency, µM (titrated, usually from 108 µM), for the others: at the highest dose activity change, negative = inhibition, hits mostly inhibitors | AID 1671190; active = well fitted inhibition curve with a large enough effect; inconclusive = small, poorly fitted or top-dose-only effect, or another doubt; inactive = no such curve, though single readings can be large or run the other way; also: potency is read from the fitted curve at half-maximal effect
# Target sequence (P18054 whole entry, looked up): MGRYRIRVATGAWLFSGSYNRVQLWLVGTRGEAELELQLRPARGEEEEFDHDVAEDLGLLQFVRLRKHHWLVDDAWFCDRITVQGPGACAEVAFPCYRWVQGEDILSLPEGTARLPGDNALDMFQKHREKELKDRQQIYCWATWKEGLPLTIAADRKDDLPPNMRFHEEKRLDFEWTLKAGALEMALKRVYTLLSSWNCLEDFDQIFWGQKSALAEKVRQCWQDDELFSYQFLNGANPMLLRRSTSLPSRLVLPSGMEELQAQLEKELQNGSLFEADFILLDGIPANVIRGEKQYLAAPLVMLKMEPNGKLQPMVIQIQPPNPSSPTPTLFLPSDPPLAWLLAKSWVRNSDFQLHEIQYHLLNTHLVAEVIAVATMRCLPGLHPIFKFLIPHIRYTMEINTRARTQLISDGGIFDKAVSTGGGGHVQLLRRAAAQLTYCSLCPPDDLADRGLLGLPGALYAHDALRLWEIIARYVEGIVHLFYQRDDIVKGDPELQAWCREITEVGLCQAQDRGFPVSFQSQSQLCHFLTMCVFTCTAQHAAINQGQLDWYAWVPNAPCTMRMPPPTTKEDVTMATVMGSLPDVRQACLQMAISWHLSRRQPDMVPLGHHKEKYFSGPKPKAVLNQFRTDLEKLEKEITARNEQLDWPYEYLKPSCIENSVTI
#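 Purified human 12hLO at 150 nM in 25 mM Hepes, 0.01% Triton X-100, pH 7.0, preincubated 15 min at room temperature with compound. Reaction started with 40 uM arachidonic acid, 30 min at room temperature. Hydroperoxide measured by Fe-xylenol orange, 573/405 nm absorbance ratio.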
# Numbers without * were called inactive; ? = inconclusive; nt = not tested or not shown; & = joins results of further samples. Unless noted, % is scaled to controls: 0 for no effect and ±100 for the full control effect. A portion of the library; the hit share may differ from the screen's.
SMILES,LDHA block,12-LOX inh
Cc1cc(-c2nc3ccccc3s2)ccc1NC(=O)c1ccc(C(C)C)cc1,-3,-10%
CCCNC(=O)C1CCC(Cn2c(=O)c3sccc3n(CC(=O)Nc3ccccc3)c2=O)CC1 (stereo unspecified),-3,?
C/C=C/Cn1c(SCCO)nc2c1c(=O)[nH]c(=O)n2C,2,-3%
Cc1cc(Br)cn2c(Cc3ccccc3)c(-c3ccccc3)nc12,-2,-15%
CCCCc1[nH]nc2c1C1(C(=O)Nc3ccc(F)cc31)C(C#N)=C(N)O2 (stereo unspecified),6,1%
CCC(=O)Nc1ccc(Br)cc1-c1nnc(SC)[nH]c1=O,0,-6%
CCCOc1ccc(/C=C(/C#N)c2nc3ccccc3[nH]2)cc1Br,2,12%
COC(=O)c1nc(NC(=O)c2cccc(Br)c2)n[nH]1,4,-16%
CC(=O)c1cc(CNC(=O)CCl)cs1,0,?
Cc1ccccc1C(=O)N/N=C/C(C)C,10,19%
Cc1cc(C)cc(CC(=O)N2CCC2(C)C(=O)NS(=O)(=O)c2ccc(C#N)cc2)c1 (stereo unspecified),-8,-19%
CCCc1c(C(=O)OCC)[nH]c2c1C(=O)CC(c1ccc(OC)c(OC)c1)C2 (stereo unspecified),-2,?
COCCNc1nc(NCCOc2ccccc2Cl)c2sccc2n1,-8,?
O=C(Nc1cc(F)ccc1F)c1cnn2c(C(F)F)cc(C3CC3)nc12,-7,?
CC1(C(=O)Nc2cnc3ccccc3c2)CCN1C(=O)C/C=C/c1ccccc1 (stereo unspecified),0,?
Cc1cc2oc(C(=O)NCC(c3cccs3)N3CCCCCC3)cc(=O)c2cc1C (stereo unspecified),4,14%
Cc1ccc(C=Nc2ccc(C(C)(C)C)cc2)s1,4,-8%
CC1CCN(S(=O)(=O)c2ccc(-c3nc(C#N)c(NCc4ccc5c(c4)OCO5)o3)cc2)CC1,1,1%
CC1(C)C2CCC1(C)C(NC(=O)Cc1ccccc1)C2 (stereo unspecified),5,-1%
Fc1ccc(-c2ccc(CNc3ncn[nH]3)o2)cc1Cl,14,7%
Cc1ccc(S(=O)(=O)/C(C#N)=C\c2ccc(F)cc2)cc1,-2,?
O=C(COc1ncnc2ccccc12)Nc1ccc(F)c(F)c1F,0,4%
CC(Sc1nc2ccccc2o1)C(=O)C12CC3CC(CC(C3)C1)C2 (stereo unspecified),2,15%
Cc1ccc(-c2nc3ccccc3n2C(C)C(=O)NC(C)(C)C)cc1 (stereo unspecified),-8,12%
Nc1ccccc1C(=O)NN=Cc1cccc([N+](=O)[O-])c1,0,8%
N#CC(C(=O)CCc1ccccc1F)C(=O)Nc1ccccc1Cl (stereo unspecified),-11,?
CCc1nc(SC)ncc1C(=O)NCCc1ccc(C)cc1,-1,?
CN(CCOc1ccccc1F)C(=O)c1cc(Cl)c[nH]1,5,23%
Cc1ccccc1NC(=O)Nc1nc(C(N)c2ccccc2)cs1 (stereo unspecified),-9,2%
CCCCC[C@H](C)N1C[C@@H](COCc2ccccc2)Oc2cc(N3CCC[C@@H]3CO)ccc2S1(=O)=O,-13,12%
O=C(Nc1ccc2c(c1)OCCO2)C(C1CC1)n1c(=O)c(-c2ccco2)nc2ccccc21 (stereo unspecified),-6,-6%
O=C(NCC1CC1)c1ccccc1Nc1ccccc1,6,?
CCN(CC(=O)Nc1c(F)cccc1F)C(=O)c1nn(Cc2ccccc2)c(=O)c2ccccc12,-13,9%
CCN(CC)S(=O)(=O)c1ccc(C)c(N)c1,5,11%
CCOC(=O)c1cc2n(n1)CC(C)(C(=O)NCCC(C)C)N(c1cc(Cl)ccc1OC)C2=O (stereo unspecified),-16,?
CC(=O)Nc1ccc(C(=O)N(CCc2ccccc2)Cc2ccccc2)s1,-2,?
Cn1c(=O)[nH]c(=O)c2c1nc(NC1CCCCC1)n2CCCc1ccccc1,-9,1%
Cc1ccc(CNC(=O)c2ccc(NC(=O)Cn3c(C)cc(C)c(C#N)c3=O)cc2)o1,0,3%
Cc1nc(/N=C(\N)NC(=O)c2ccccc2N)nc2ccccc12,-4,9%
O=C(O)c1cccc2ncccc12,4,-22%
Cc1ccc(Cn2c(SCC(=O)O)nc3c2c(=O)[nH]c(=O)n3C)cc1,2,?
O=C(Cc1ccccc1)Nc1ccc(N2CCOCC2)c(Br)c1,1,-52%
Cn1nc(C(F)(F)F)c(Br)c1C(=O)Nc1sc2c(c1C(N)=O)CCC2,-9,-21%
CCOc1ccc(CCN2C(=O)C(=O)N([C@@H](Cc3ccccc3)CN3CCC[C@H]3CN3C(=O)C(=O)NC[C@@H]3Cc3ccccc3)C[C@@H]2Cc2ccc(O)cc2)cc1,-6,-14%
O=C(Nc1nnc([C@H]2C[C@H](O)[C@@H](CO)O2)s1)Nc1ccccc1Oc1ccccc1,-5,-1%
Cc1ccccc1-c1nc(C#N)c(NCCN2CCOCC2)o1,-5,-73%
Cc1c(C)c2cc(Cl)c(OCC(=O)NCc3ccccn3)cc2oc1=O,5,-7%
Cc1ccc(-c2csc(NC(=O)C34CC5CC(CC(C5)C3)C4)n2)cc1,7,?
COc1ccc(NC(=O)CC(C)n2cccn2)cc1Cl (stereo unspecified),9,5%
O=C(CSc1ccc2c(c1)OCCCO2)NCc1ccc2c(c1)OCO2,2,4%
CNc1c(NC(=O)Nc2ccccc2F)c(=O)oc2ccccc12,-7,-29%
COc1ccc(C)cc1C(C)NC(=O)c1n[nH]c(=O)c2ccccc12 (stereo unspecified),-11,-15%
COc1cccc(C(=O)Oc2ccc3ccccc3c2)c1,1,5%
Cc1ccc2nc(C)c(C(=O)N(C)CC(=O)NC(C)(C)C)cc2c1,10,27%
O=C(c1nc(-c2ccncc2)no1)N1CCN(c2ccc(F)cc2)CC1,2,2%
Cc1c(Cl)cccc1N=C1NN=C(c2ccc3c(c2)CC(C)N3S(C)(=O)=O)CS1 (stereo unspecified),0,1%
Cc1ccc(N2C(=O)CCS2(=O)=O)cc1S(=O)(=O)NC1CCCC1,-18,-18%
COc1ccc(C(N)c2csc(Nc3ccc(C(=O)c4ccccc4)cc3)n2)cc1 (stereo unspecified),-6,-8%
Cn1c(=O)c2[nH]c(N3CCN(C(=O)c4ccccc4F)CC3)nc2n(C)c1=O,12,11%
Cc1noc(C)c1C(=O)N1CCC1(C)C(=O)NS(=O)(=O)c1ccc(F)cc1F (stereo unspecified),-9,6%
# Next section
SMILES,LDHA block,12-LOX inh
CCOC(=O)C1CCCN(CC(=O)c2cc(C)n(C3CCS(=O)(=O)C3)c2C)C1 (stereo unspecified),5,-21%
Cc1ccccc1C(=O)NCC(=O)OCc1ncc(-c2ccccc2)o1,-6,-58%
O=C(O)CCCCCCCCCCc1ccc(C(=O)O)s1,-1,-6%
CC(C)(C)c1ccc2c(c1)OCCOCCOCCOCCO2,-6,?
Cc1cccc2c1ccn2CCC(=O)Nc1nnc(C(C)C)s1,0,-25%
COC(=O)c1ccc(CCNC(=O)c2nccnc2N)cc1,-1,-6%
CC(C)CC(=O)N1CCC(c2nc3ccccc3o2)CC1,5,7%
Cc1ccc(NC(=O)N2CCCCCC2c2cccs2)cc1C (stereo unspecified),3,6%
Cc1ccc(C(=O)NC2Cc3ccccc3C2)cc1,-1,-33%
O=C(CNC(=O)c1cccs1)Nc1nc(-c2cccc3ccccc23)cs1,-12,?
CCOc1cc(C(=O)O)ccc1OCc1ccccc1,-6,-25%
COc1cccc(Oc2coc3cc(OS(C)(=O)=O)ccc3c2=O)c1,-1,?
O=C(NC1CCCCC1)C(c1cccc2ccccc12)n1c(=O)c(-c2cc3ccccc3[nH]2)nc2ccccc21 (stereo unspecified),-6,-70%
CCOC(=O)C1=CCN(S(=O)(=O)c2cccc(Cl)c2)C1c1ccc(F)cc1 (stereo unspecified),0,6%
CCOc1ccccc1CNC(=O)C1CCN(c2nnc(N3CCCC3=O)s2)CC1,1,5%

# Gathered by group: the entries above with a COOH group (4)
SMILES,LDHA block,12-LOX inh
O=C(O)c1cccc2ncccc12,4,-22%
Cc1ccc(Cn2c(SCC(=O)O)nc3c2c(=O)[nH]c(=O)n3C)cc1,2,?
O=C(O)CCCCCCCCCCc1ccc(C(=O)O)s1,-1,-6%
CCOc1cc(C(=O)O)ccc1OCc1ccccc1,-6,-25%

# Further records
SMILES,LDHA block,12-LOX inh
CN(Cc1cccs1)C(=O)/C=C/c1ccc(C#N)cc1,7,-39%
CCN1CCN(c2ccc(NC(=O)c3cc(Cl)ccc3OC)cc2)CC1,7,-26%
O=C(CSc1nnnn1C1CCCCC1)Nc1cccc(CN2CCSCC2)c1,3,?
Cn1c(=O)c2c(nc(Cl)n2CCC#N)n(C)c1=O,-12,15%
C=CCNc1nnc(SCc2coc(-c3ccccc3)n2)s1,8,1%
CCc1nc(N2CCN(C(=O)CN3CCOCC3)CC2)c(C#N)c2c1COC(C)(C)C2,0,-5%
Cc1c(-c2ccccc2)oc2c(C(=O)NCCN(C)C)cccc2c1=O,0,?
Cc1ccc(C)c(NC(=O)C(C)NS(=O)(=O)c2ccc3c(c2)CCN3C(=O)N2CCCC2)c1 (stereo unspecified),-5,?
COC(=O)c1sc(NC(=O)CN2c3ccccc3CC2C)c(C(=O)OC)c1C (stereo unspecified),4,10%
COc1ccc(NC(=O)C2(C)CCN2C2Cc3ccccc3C2)cc1OC (stereo unspecified),4,15%
CN(Cc1cccc(F)c1)C(=O)COc1ccc2c(C(F)(F)F)cc(=O)oc2c1,7,16%
CC1(C(=O)Nc2ccc(Cl)c(Cl)c2)CCN1Cc1ccccc1OC(F)F (stereo unspecified),1,6%
CN(C)CCN1CCN(C2CN(Cc3cn(Cc4ccccc4)nn3)S(=O)(=O)C2)CC1 (stereo unspecified),3,?
CCOc1ccc(CCN2C(=O)C(=O)N([C@@H](Cc3ccccc3)CN3CCC[C@H]3CN3C(=O)C(=O)NC[C@@H]3CC(C)C)C[C@@H]2Cc2ccc(O)cc2)cc1,-3,-160%
COc1ccc(NC(=O)c2cc(=O)c3ccc(C)cc3o2)c(OC)c1,10,-1%

# An excerpt of these results, with bars between the fields.
compound | LDHA block | 12-LOX inh
O=C(CSc1nnnn1C1CCCCC1)Nc1cccc(CN2CCSCC2)c1 | 3 | ?
Cc1ccc(C)c(NC(=O)C(C)NS(=O)(=O)c2ccc3c(c2)CCN3C(=O)N2CCCC2)c1 (stereo unspecified) | -5 | ?
COc1ccc(NC(=O)c2cc(=O)c3ccc(C)cc3o2)c(OC)c1 | 10 | -1%
C=CCNc1nnc(SCc2coc(-c3ccccc3)n2)s1 | 8 | 1%
CCc1nc(N2CCN(C(=O)CN3CCOCC3)CC2)c(C#N)c2c1COC(C)(C)C2 | 0 | -5%
CCN1CCN(c2ccc(NC(=O)c3cc(Cl)ccc3OC)cc2)CC1 | 7 | -26%
CCOc1ccc(CCN2C(=O)C(=O)N([C@@H](Cc3ccccc3)CN3CCC[C@H]3CN3C(=O)C(=O)NC[C@@H]3CC(C)C)C[C@@H]2Cc2ccc(O)cc2)cc1 | -3 | -160%

# Continuation.
SMILES,LDHA block,12-LOX inh
O=C(NCCc1c[nH]c2ccc(Cl)cc12)c1ccccc1,-23,-44%
COc1ccc(C(=O)OCc2ccc(Br)cc2)c(OC)c1,-1,-25%
COc1ccc(C(C)(O)c2nc(-c3ccncc3)cs2)cc1 (stereo unspecified),3,?
CC1(C)OC(=O)C2=C(C[C@@H](C3CCCC3)O[C@@H]2c2ccc(Cl)cc2)O1,0,-6%
CCc1nc2ccc(C(=O)Nc3cccc(NS(C)(=O)=O)c3)cn2c1N(C)C(=O)Cc1ccccc1,-3,-17%
CC(=O)N1CCC(C(=O)Nc2cccc(S(=O)(=O)N3CCCC3)c2)CC1,0,?
COC(=O)c1ccccc1NC(=O)CN1N=C(c2ccccc2)c2cc(Cl)ccc2S1(=O)=O,-1,?
COCCCNC(=O)Cn1nc(C)c2ccccc2c1=O,-1,13%
CCC1CCc2sc(C(=O)NC3CC3)cc2C1 (stereo unspecified),2,23%
CNc1snc(C)c1C(=O)NCCc1cc(OC)ccc1OC,-2,5%
O=C(NCC(F)(F)F)c1coc2ccccc2c1=O,-2,-2%
CSc1cccc(NC(=O)CCn2ccnc2)c1,-3,nt
Cc1cc(NC(=O)COc2cccc(Cl)c2)no1,0,19%
N#Cc1ccc(CNc2ccc(F)cc2Cl)cc1,2,-1%
CC1(C(=O)NS(=O)(=O)c2ccccc2)CCN1C(=O)Cc1cccs1 (stereo unspecified),-2,0%
CC(NCc1cccc(C#N)c1)c1ccccc1Br (stereo unspecified),8,10%
CC(C)NC(=O)C1(C)CCN1C(=O)C(c1ccccc1)c1ccccc1 (stereo unspecified),-5,17%
CCOc1ccc(NC(=O)Cc2cccc3ccccc23)c2cccnc12,61,-27%
CCN(CC)C(=O)CSc1n[nH]c(=O)c2cc(-c3ccc(OC)c(OC)c3)nn12,-25,22%
O=C(NCCc1nc2ccccc2[nH]1)c1ccc(N2CCCN(Cc3cccc(F)c3)C2=O)cc1,-1,5%
C=Cn1cccc1-c1ccc(OC)cc1,-2,?
C/C(=N\O)c1ccc2ccccc2c1,85&7,0%&-2%
CCCCC1Cc2[nH]c(=S)[nH]c(=O)c2C(C(C)C)O1 (stereo unspecified),-14,0%
